Sm TGR inh: blocks Schistosoma mansoni thioredoxin glutathione reductase | Q962Y6 | purified TGR, DTNB reduction, TNB absorbance 405 nm | Potency, µM (doses to about 114 µM), without a hit: at the top dose activity change, negative = inhibition, hits mostly inhibitors | actives 3% (n = 360,000); further: potency means the concentration at half of the fitted maximal effect; nearly all actives have a fitted effect of over 60% in size
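Kinetic colorimetric format: TGR-catalysed, NADPH-driven DTNB reduction monitored via TNB absorbance. Enzyme dispensed at 20 nM; compound exposure 15 min at room temperature before reaction start.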
AMA1 RON2 block: disrupts binding of P. falciparum AMA1 to RON2 | AlphaScreen AMA1-biotinylated RON2 peptide binding | Potency, µM (top dose mostly 58.2 µM), for the others: at the highest dose activity change, negative = inhibition, hits mostly inhibitors | actives 0.2% (n = 360,000);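 further: potency means the concentration at half of the fitted maximal effect; 0% = vehicle wells and -100% = peptide control; nearly all actives have a fitted effect of over 45% in size; some results filed as inactive show a strong effect at the top dose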
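AMA1 (3D7) with his tag at 25 nM final met compounds first, then biotinylated RON2 peptide at 25 nM; detection used donor plus acceptor beads, 10 µg/mL apiece, read by AlphaScreen after 30 min at room temperature.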
AmpC detergent: inhibitors of E. coli AmpC beta-lactamase with detergent; AmpC hydrolysis of nitrocefin, absorbance 480 nm, 0.01% Triton; Potency, µM (highest dose often 114 µM), for inactives: at the top dose activity change, negative = inhibition, actives largely listed as inhibitors; actives 0.041% (n = 370,000); AID 485294;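 further: potency means the concentration at half of the fitted maximal effect; 0% = no-compound wells and -100% = no-enzyme wells; nearly all actives have a fitted effect of over 25% in size; some results filed as inactive show a strong effect at the top dose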
Target sequence (P00811 whole entry, looked up): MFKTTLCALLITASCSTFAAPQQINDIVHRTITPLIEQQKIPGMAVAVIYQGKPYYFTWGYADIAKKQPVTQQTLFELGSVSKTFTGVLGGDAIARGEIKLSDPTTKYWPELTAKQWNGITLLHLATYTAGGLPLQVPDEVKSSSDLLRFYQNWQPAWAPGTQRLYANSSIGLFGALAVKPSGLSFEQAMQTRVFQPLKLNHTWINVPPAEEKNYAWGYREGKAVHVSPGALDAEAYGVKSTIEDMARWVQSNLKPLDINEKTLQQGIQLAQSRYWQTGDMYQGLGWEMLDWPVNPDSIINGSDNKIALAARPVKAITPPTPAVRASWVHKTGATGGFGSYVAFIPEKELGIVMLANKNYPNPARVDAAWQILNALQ
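20 mM phosphate pH 7.0 + 0.01% (detergent screen) or 0.0001% Triton X-100; 5.3 nM AmpC reagent; cpd preinc 15 min RT; nitrocefin (800 uM stock) to start; A480 q20 s × 4 min; Activity was normalised to no-enzyme and no-compound control wells.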
Giardia FBPA inh: Giardia lamblia aldolase inhibition; Potency, µM (top dose mostly 59.6 µM), inactives show at the top dose activity, negative = inhibition, hits mostly inhibitors; purified Giardia FBPA; A8B2U2; actives 0.71% (n = 290,000); AID 2451; further: potency means the concentration at half of the fitted maximal effect; nearly all actives have a fitted effect of over 55% in size
Target sequence (A8B2U2 whole entry, looked up): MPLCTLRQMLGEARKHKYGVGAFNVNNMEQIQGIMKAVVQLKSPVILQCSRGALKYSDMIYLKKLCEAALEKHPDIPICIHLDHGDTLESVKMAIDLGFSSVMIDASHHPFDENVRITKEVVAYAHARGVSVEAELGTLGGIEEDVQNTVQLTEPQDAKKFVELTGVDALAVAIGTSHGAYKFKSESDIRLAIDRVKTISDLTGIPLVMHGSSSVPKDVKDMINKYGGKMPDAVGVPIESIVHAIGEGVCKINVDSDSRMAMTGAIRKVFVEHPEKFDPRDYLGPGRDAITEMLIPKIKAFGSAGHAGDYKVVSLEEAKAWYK
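40 nM FBPA preincubated 10 min at RT with compound (up to 57.5 uM final), then substrate plus GAPDH/TPI/NAD/arsenate coupling and diaphorase/resazurin added. Fluorescence read after 20 min at RT, 525/598 nm.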
AmpC no deterg: inhibitors of E. coli AmpC beta-lactamase without detergent | P00811 | AmpC nitrocefin hydrolysis, absorbance 480 nm, 0.0001% Triton | Potency, µM (series often up to 57.1 µM), without a hit: at the highest dose activity change, negative = inhibition, hits mostly inhibitors | actives 0.52% (n = 330,000) | AID 485341;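 further: potency means the concentration at half of the fitted maximal effect; plate controls were no compound for no effect and no enzyme for full effect; nearly all actives have a fitted effect of over 20% in size; some results filed as inactive show a strong effect at the top dose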
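AmpC (5.3 nM in the dispensed reagent) in 20 mM phosphate pH 7.0 with 0.01% (detergent screen) or 0.0001% Triton X-100 was preincubated with compounds for 15 min at room temperature. Nitrocefin was then added from an 800 uM solution, and hydrolysis was followed at 480 nm.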
HCMV antiviral: human cytomegalovirus inhibition; HFF cells, HCMV-luciferase reporter, 72 h; active compounds read low; activity change, negative = inhibition, % at 57.5 µM; actives 4.5% (n = 410,000); AID 1259415; in the data active means activity change below about -60%; inconclusive means no clear call, values can overlap the other calls; inactive means above about -39%
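Inhibition of viral replication was scored as loss of reporter luminescence in HFFs infected with HCMV-luciferase (MOI 1 PFU/cell) for 72 h; compounds tested at 2 doses, normalized to buffer and Salinomycin controls.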
The depositor's hits bear a star; ? = inconclusive; . = not tested or not shown; & = joins results of further samples; [ ] = remark or other dose. Unless noted, the call rests on the fitted dose curve; in most records, active means well fitted curve in the direction sought with a large enough effect; inconclusive means small, poorly fitted or top-dose-only effect, or another doubt; inactive means no such curve, though single readings can be large; an effect the other way counts as inactive or inconclusive. Unless noted, on the % scale 0 is the no-effect control and ±100 the full control effect.

Structure | Sm TGR inh | AMA1 RON2 block | AmpC detergent | Giardia FBPA inh | AmpC no deterg | HCMV antiviral
O=C(c1ccc(NC(=S)Nc2ccc(F)cc2F)cc1)N1CCOCC1 | ? | 3% | 1% | -6% | -9% | 45
CCOC(=O)Cn1c(Br)nc2c1c(=O)[nH]c(=O)n2C | 6% | -15% | 0% | 13% | -2% | 0
CN(C)CC[n+]1ccc(C(=O)c2ccccc2)cc1 | ? | 5% | -15% | ? | -18% | 30
Cc1nn(Cc2ccccc2)c(Cl)c1/C=C/C(=O)OCC(=O)N(C)C1CCS(=O)(=O)C1 (stereo not drawn) | 6% | -3% | 1% | 7% | 154%[activator] | -37
COc1ccc(Br)cc1C(=O)Nc1ccc(O)cc1 | 3% | 2% | ? | -2% | -17% | -6
Cn1c(=O)oc2cc(S(=O)(=O)Nc3ccc(C(=O)O)cc3)ccc21 | -5% | -7% | 17% | . | . | 13&7
Cc1cc(N2CCN(C)CC2)nc2ccc(NC(=S)N3CCCCCC3)cc12 | -5% | -6% | 5% | -13% | 98%[activator] | -30
COc1ccc(CCn2c(N)c(C(=O)NCc3ccco3)c3nc4ccccc4nc32)cc1OC | 16µM* | 50%[activator] | -7% | ? | 136%[activator] | .
Cc1ccn(CC(=O)N2CCCC(N3CCN(c4cccc(Cl)c4)CC3)C2)n1 (stereo not drawn) | -3% | -4% | -5% | . | 74%[activator] | 15
COCCNC(=S)NNc1ccc(Cl)c(C(=O)O)c1 | 3% | 91%[activator] | 3% | 7.1µM* | -1% | -30
Cc1ccc(/C=C2/SC(=S)N(CCC(=O)N3CCN(c4ccccc4)CC3)C2=O)cc1 | 32% | . | -3% | 11% | -21% | .
O=C(CSCc1ccc(Cl)cc1)N/N=C/c1ccccc1 | 3% | 0% | -5% | 18µM* | -31% | -21
O=C(CN1C(=O)NC(CCc2ccccc2)C1=O)Nc1ccc(F)c(F)c1F (stereo not drawn) | . | -1% | . | . | -18% | -12
O=C(NC1CCSC1=O)c1ccc(Oc2cccc(C(F)(F)F)c2)nc1 (stereo not drawn) | 17% | 4% | ? | 3% | -14% | -9
CC1CCCCN1CCCNC(=O)c1cc(Br)c(Br)[nH]1 (stereo not drawn) | ? | -8% | 6% | -4% | -15% | 6
Cc1csc2nc(CCNS(=O)(=O)c3ccc4c(c3)OCCO4)cn12 | 0% | -2% | -3% | -5% | -22% | 32
CN(C(=S)NCCN1CCOCC1)C(c1ccccc1)c1ccccc1 | 25% | -1% | 4% | ? | 134%[activator] | -25
Cc1c(-n2c(SCC(=O)NC(C)C(C)C)nc3ccccc3c2=O)c(=O)n(-c2ccccc2)n1C (stereo not drawn) | 8% | -10% | 3% | 4% | 26% | -27
Cc1cc(=O)[nH]c(SCC(=O)N2CCCCC2)n1 | -20% | 0% | 3% | ? | -8% | 5
COc1c2ccoc2nc2c(OC)c(O)ccc12 | 8% | 9% | -14% | -10% | -3% | 20
CSc1cccc(NC(=O)COC(=O)C2CCN(S(=O)(=O)c3ccccc3)CC2)c1 | 6% | 0% | -19% | . | 2% | 3
Fc1ccc(Nc2nc(-c3cccnc3)cs2)cc1 | 0%[57.1 µM] | -3% | 5% | 3% | -9% | 108
CC(=O)Nc1cccc(NC(=O)CSc2ccc3nnc(CCNC(=O)c4ccccc4)n3n2)c1 | 5% | 0% | -6% | 4% | -12% | -24
COc1ccccc1-c1nn(Cc2ccccc2)cc1C(=O)NCC(c1ccco1)N1CCCC1 (stereo not drawn) | -18% | 12% | 0% | . | 58% | -8
CCCc1nc2sc3c(c2c(=O)n1NC(=O)CCCl)CCCC3 | ? | 2% | -10% | -3% | -2% | -36

(next part)
Structure | Sm TGR inh | AMA1 RON2 block | AmpC detergent | Giardia FBPA inh | AmpC no deterg | HCMV antiviral
Cc1cc(C)c(NC(=O)CS(=O)CC(=O)Nc2ccc(F)cc2F)c(C)c1 (stereo not drawn) | 2% | 2% | ? | 3% | -8% | -24
COc1ccc(C)cc1NC(=O)CCC(=O)Nc1ccc2nc(N3CCN(C)CC3)cc(C)c2c1 | -4% | -11% | -13% | 4% | 108%[activator] | .
O=C1C=C(c2cccc(Br)c2)C[C@@H](c2ccc3c(c2)OCO3)C1 | -11% | -24% | 2% | . | -25% | -9
Cc1ccc(S(=O)(=O)N2CCCCC2)cc1NC(=O)COC(=O)c1ccc(O)cc1 | -11% | 10% | -17% | 0% | -23%[11.4 µM] | -4
CCOc1ccc(OCC)c(NC(=O)c2nnn(Cc3cc(Br)ccc3OC)c2N)c1 | 9% | . | -15% | . | . | 3
Cc1cccc(NC(=O)c2snc3c(=O)[nH]cnc23)c1 | 2% | . | -8% | 0% | -19% | .
Cc1cc(C(C)(C)C)ccc1OCCN(C)C | -5% | -2% | ? | ? | -9% | -23
CCOC(=O)NC(=O)/C(N=Nc1cccc(C(F)(F)F)c1)=C(\C)O | 14% | -6% | 0% | 1% | -2% | ?
O=C(N/N=C/c1ccccc1O)C1CCCC1 | 0% | 112%[activator] | 4% | . | -34% | -7
COC(=O)c1ccc(-c2ccco2)n1Cc1ccccc1Cl | 0% | ? | -12% | 6% | -25% | -18
CCN(CC)S(=O)(=O)c1cccc(C(=O)Nc2nncs2)c1 | -25% | 0% | ? | 20% | -17% | -3
CCOc1ccccc1C(=O)NCc1ccc2c(c1)CCN2C(C)=O | 2% | . | 7% | . | . | 26
CCN(CC)c1nc(-c2ccccc2Cl)c2cc(Br)ccc2n1 | -1% | . | 3% | . | . | 1
C/C(=N\Nc1cccc(Cl)c1)c1ccc(-n2ccnc2)cc1 | -34% | -1% | -9% | -2% | ? | -18
COc1ccc(-c2cc(C(F)(F)F)nc(SCC(=O)NCCc3ccccc3)n2)cc1 | 3% | . | 2% | . | . | 2
Cc1cc(Br)ccc1NC(=O)c1coc(=O)c2ccccc12 | -1% | . | -9% | . | . | -14
CC(=O)NC(C(=O)c1ccccc1)C(=O)c1ccccc1 | 4% | -9% | 0% | -10% | -7% | -37
O=C(COc1ccc(Br)cc1)NCCN1CCCC1 | 1% | 0% | -15% | -23% | -12% | -12
COc1ccc(NC(=O)CSc2cc(C)nc3c(-c4ccccc4)cnn23)cc1 | 0% | -6% | 7% | 4% | -5% | -17
CN(C(=O)C1CCOC1)c1nnc(-c2cccnc2)s1 (stereo not drawn) | 4% | 13% | -4% | 4% | -9% | 34
Cc1ccc(S(=O)(=O)N(CC(O)Cn2c3ccccc3c3ccccc32)c2cccc(C(=O)NCCO)c2)cc1 (stereo not drawn) | 4% | . | -1% | . | . | -33
COc1ccc(/C=C/C(=O)NCc2cccnc2)cc1 | -16% | 10% | -13% | 7% | -10% | 7
O=C(CCN1C(=O)C2C3CC(C(Br)C3Br)C2C1=O)OCC(=O)c1cccc([N+](=O)[O-])c1 (stereo not drawn) | -9% | 0% | -2% | 8% | 0% | -6
C/C(CC(=O)Nc1ccccc1Cl)=N\NC(=O)C(=O)NCCO | -2% | 84%[activator] | 0% | -5% | -4% | -5
O=C(CSc1nnc(N2CCCC2)n1-c1ccccc1Cl)N1CCN(c2ccccn2)CC1 | -2% | -8% | -5% | . | 87%[activator] | -23

Next part
Structure | Sm TGR inh | AMA1 RON2 block | AmpC detergent | Giardia FBPA inh | AmpC no deterg | HCMV antiviral
CCCCN(C)CCC(=O)Nc1ccc(C)cc1 | -6% | -4% | -6% | -10% | -49% | -30
Cc1cc(Cl)c2oc(C(=O)NCCN3CCCCC3CO)c(C)c2c1 (stereo not drawn) | 4% | 23% | ? | 0% | 33% | 64
COc1ccc(-c2cc(-c3ccccc3)nc3c2COc2ccc(F)cc2-3)cc1 | 9% | . | -3% | . | . | -12
CCCCC(=O)Nc1ccc(NC(=O)c2ccccc2[N+](=O)[O-])cc1OC | 3% | -7% | 1% | 0% | -4% | -24
CSc1ccc(CCNC(=O)c2ccc3c(c2)nc2n3CCC(C)C2)cc1 (stereo not drawn) | 5% | . | 20% | . | . | -29
Cc1c(OCC(=O)NCCCN2CCOCC2)ccc2c3c(c(=O)oc12)CCCC3 | -20% | -9% | ? | 12% | 37% | -38
CCOc1ccc(-c2nc(C)c(C(C)=O)n2O)cc1 | 27% | 3% | 0% | -9% | -32% | 109
COc1ccc(-c2nc(C#N)c(NCc3ccco3)o2)cc1 | -1% | -11% | 7% | -9% | -18% | 51
COC(=O)c1ccc(NC(=S)N2CCN(CCO)CC2)cc1 | 6% | 0% | -8% | -10% | -3% | 23
O=C(CSc1ccc2c(c1)OCCO2)NCC1CCCO1 (stereo not drawn) | 18%[11.4 µM] | -8% | -10% | 2% | -7% | 6
CCN1CCc2c(sc(NC(=O)c3ccc(S(=O)(=O)N4CCOCC4)cc3)c2C(N)=O)C1 | 1% | -1% | -8% | -15% | 81%[activator] | -5
O=C(O)c1cc(S(=O)(=O)N2CCOCC2)ccc1N1CCCCC1 | 9% | -14% | 4% | 0% | -12% | -36
O=C(NNC(=O)c1cccs1)c1ccc2ccccc2c1 | 19% | -7% | 0% | 10% | -17% | -4
COC(=O)c1ccc(NC(=O)C(C)N2C(=O)c3ccccc3C2=O)cc1 (stereo not drawn) | 6% | 6% | 2% | 1% | -16% | -6
Cc1ccc(NC(=O)c2ccc(OCc3c(C)noc3C)cc2)c(C)c1 | -2% | -6% | -1% | . | -10% | -6
CC(=O)c1ccc(-n2c(-c3cc(-c4ccco4)[nH]n3)n[nH]c2=S)cc1 | 5% | 98%[activator] | 0% | 3% | -47% | 9
Cc1noc(-c2ccc(-c3noc(-c4cccc(Cl)c4)n3)cc2)n1 | 8% | . | 6% | . | . | 6
CCc1ccc(NC(=O)C(C)OC(=O)CC(NC(C)=O)c2ccccc2)cc1 (stereo not drawn) | -1% | -3% | -11% | 0% | 69%[activator] | -17
COc1ccc(-n2nc(C(=O)NCC(=O)N3CCC4(CC3)OCCO4)c3ccccc3c2=O)cc1 | -12% | 2% | ? | -4% | 51% | 70
O=C(CCc1ccc(S(=O)(=O)NCc2ccccc2)cc1)N1CCN(Cc2ccc3c(c2)OCO3)CC1 | 6% | -3% | -1% | 2% | 107%[activator] | 1
CCCCCOc1c(Cl)cc(C(=O)N(Cc2ccc(C)o2)C2CCS(=O)(=O)C2)cc1Cl (stereo not drawn) | 1% | . | -7% | . | . | 30
CCc1ccc(NC(=O)Nc2cn(C)c(=O)c3ccccc23)cc1 | 3% | . | 2% | . | . | 6
COc1ccc(OC)c(-c2csc(N(C)C(=O)Cc3ccccc3)n2)c1 | 1% | -7% | -1% | -15% | -1% | -9
CCNc1nc(SCC(=O)OC)nc(N(C)C)n1 | 2% | ? | 1% | -2% | 31% | 37

Entries of single compounds, quoted from the list. Order of values: Sm TGR inh	AMA1 RON2 block	AmpC detergent	Giardia FBPA inh	AmpC no deterg	HCMV antiviral
Listed for O=C(CN1C(=O)NC(CCc2ccccc2)C1=O)Nc1ccc(F)c(F)c1F (stereo not drawn) : .	-1%	.	.	-18%	-12
Listed for CC(=O)NC(C(=O)c1ccccc1)C(=O)c1ccccc1 : 4%	-9%	0%	-10%	-7%	-37
Listed for Fc1ccc(Nc2nc(-c3cccnc3)cs2)cc1 : 0%[57.1 µM]	-3%	5%	3%	-9%	108

High-throughput results (PubChem)
